HIV peptide binding = inhibitors of HIV fusion peptide binding, primary screen, biochemical, uHTS, fluorescence dequenching (AID 1986); cell-free peptide binding, fluorescence dequenching, 30 min; higher % means a stronger effect; inhibition, % at 20 µM, or IC50 in µM where a hit was titrated; 290,000 tested, 0.3% active; in the data active = inhibition mostly above about 52%, no sharp cut-off; inactive = mostly below about 76%; also: some results filed as inactive read as strong as hits
KOR beta-arrestin-1 = KOR agonists, beta-arrestin recruitment, primary screen, cell-based, luminescence, uHTS (AID 1777); KOR beta-arrestin recruitment, luminescence; higher % means a stronger effect; activation, % at 10 µM; hits with a dose series show EC50 in µM; 280,000 tested, 0.02% active; in the data active = activation above about 50%, passing the limit was not always enough; also: a part of the inactive calls stands beside numbers as strong as those of hits
NOD1 NF-kB reporter = NOD1 signaling inhibitors, primary screen, cell-based, luminescence, uHTS (AID 1578); NOD1-driven NF-kB luciferase reporter cells, luminescence; higher % means a stronger effect; inhibition, % at 4 µM, or EC50 in µM where a hit was titrated; 290,000 tested, 1% active; in the data active = inhibition mostly above about 36%, no sharp cut-off; inactive = mostly below about 34%;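 also: HEK-293T reporter cells stimulated with the NOD1 agonist gamma-tri-DAP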
NOD2 inhibition = inhibition of NOD2-driven NF-kB reporter – cell-based, luminescence, uHTS, HEK293 (AID 1566) | HEK293 NOD2/NF-kB luciferase reporter, luminescence; higher % means a stronger effect | inhibition, % at 4 µM, or EC50 in µM where a hit was titrated | 290,000 tested, 0.63% active; also: many of its hits are not listed in these tables
GPR55 antagonists = inhibition of LPI-stimulated GPR55 beta-arrestin translocation – imaging, U2OS, beta-arrestin-GFP, LPI agonist, primary screen (AID 2013); one-dose inhibition, % at 10 µM; IC50 in µM for titrated hits; 290,000 tested, 0.13% active; U2OS GPR55 beta-arrestin-GFP translocation imaging, LPI antagonism; higher % means a stronger effect;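 active = spots per cell inhibited over 60%, with over 100 cells counted and total cytoplasm intensity under 500,000; inconclusive = wells with under 100 cells, flagged as likely toxic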;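 also: U2OS cells stably carrying GPR55 and arrestin-GFP stimulated by 5 µM LPI near EC80; imaged beta-arrestin-GFP aggregate spots per cell after agonist stimulation; plate controls were LPI-stimulated DMSO wells for no effect and DMSO wells without LPI for full effect; some results filed as inactive read as strong as hits; confirmed hits need IC50 under 10 µM and bright autofluorescent wells are also inconclusive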
GPR35 arrestin U2OS = inhibition of zaprinast-stimulated GPR35 beta-arrestin translocation – imaging, U2OS, beta-arrestin-GFP, zaprinast agonist, primary screen (AID 2058); U2OS GPR35 beta-arrestin-GFP translocation imaging, zaprinast antagonism; higher % means a stronger effect; inhibition, % at 10 µM, or IC50 in µM where a hit was titrated; 290,000 tested, 0.052% active;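 active = inhibition of at least 50% with at least 30 cells and total cytoplasm GFP at most 10,000,000; inconclusive = under 30 cells or total GFP of 10,000,000 plus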
Myeloid diff 2 = myeloid differentiation induction; 360,000 tested, 1% active; ER-HoxA9 myeloid progenitors, lysozyme-GFP differentiation, flow cytometry; calls only at 10 µM; AID 624256;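 active = normalized GFP-positive differentiation at or above the plate's own cutoff, the solvent-only control mean plus 3 SD; inconclusive = no clear call, values can overlap the other calls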;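 also: cells exposed to compound for four days before flow analysis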
KOR beta-arrestin-2 = kappa opioid receptor blockers – cell-based, luminescence, uHTS (AID 1778). 290,000 tested, 0.091% active. KOR beta-arrestin recruitment, luminescence, antagonist mode; higher % means a stronger effect. inhibition, % at 10 µM, or IC50 in µM where a hit was titrated; also: strong numbers were not always called active
GPR55 beta-arrestin = selective activators of receptor GPR55 – imaging, U2OS cells, beta-arrestin-GFP redistribution, primary screen (AID 1961); U2OS GPR55 beta-arrestin-GFP redistribution imaging; higher % means a stronger effect; one-dose activation, % at 10 µM; EC50 in µM for titrated hits; 290,000 tested, 0.048% active;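 active = activation above 40% with more than 50 cells counted in the well; inconclusive = wells holding fewer than 50 cells, flagged as toxic or sparse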;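 also: U2OS osteosarcoma cells stably expressing GPR55 and beta-arrestin-GFP; plate controls were DMSO negative control for no effect and LPI positive control for full effect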
Myeloid diff 2 GFP+ MAC1+ % = further read-out of Myeloid diff 2, marked with its call; GFP+ MAC1+ double positive, %; measured here: differentiation confirmed by MAC1 staining
The depositor's hits bear a star; i = inactive; u = inconclusive; x = no result given; [ ] = another dose, or the depositor's remark. Rule as the data show it, unless noted: active = inhibition above about 50%; inactive = the rest. An excerpt (hit frequency here may not be typical).

SMILES	HIV peptide binding	KOR beta-arrestin-1	NOD1 NF-kB reporter	NOD2 inhibition	GPR55 antagonists	GPR35 arrestin U2OS	Myeloid diff 2	Myeloid diff 2 GFP+ MAC1+ %	KOR beta-arrestin-2	GPR55 beta-arrestin
C(=N\Nc1nc2ccccc2[nH]1)/c1ccccc1	-1.6%	x	-71%	-68%	-9%	1%	i	0.3	-77%[20 µM]	0.1%
CCOc1ccc(NC(=O)CNc2ccc(C)cc2Cl)cc1	48%	-4.7%	-10%	15%	9%	5%	i	0.9	0%	-0.1%
O=C(CC(SCCO)c1ccc(F)cc1)c1ccco1 (stereo unspecified)	3.9%	6.5%	14%	-6%	1%	25%	i	0.8	-30%	0.0%
COC(=O)c1ccccc1NC(=O)c1ccc(F)cc1	-0.8%	2.8%	-3%	22%	2%	0%	i	0.2	13%	0.0%
CC(C)CC(=O)NC(Nc1ccccc1F)C(Cl)(Cl)Cl (stereo unspecified)	2.0%	2.4%	-7%	-1%	17%	29%	x	x	18%	0.0%
CC1=[N+]([O-])C(C)(C)CC(C)(C)c2ccccc21	-0.7%	-1.6%	-7%	3%	5%	6%	i	0.0	-19%	-0.2%
CCOC(=O)c1ccc2c(c1)N(CC#N)C(=O)C(C)(C)O2	-2.0%	1.1%	18%	-13%	20%	9%	i	0.6	-25%	-0.1%
Cc1sc2nc(N3CCOCC3)[nH]c(=O)c2c1-c1ccccc1	1.8%	2.5%	-36%	-1%	1%	4%	i	0.0	-2%	-0.5%
CCC(=O)Nc1cccc(-c2cnc3ccccc3n2)c1	-1.4%	1.6%	-55%	-42%	18%	16%	i	0.3	-13%	-0.1%
S=C(NC1CCCCC1)NN1CCOCC1	-1.0%	-4.1%	-11%	1%	22%	-2%	i	0.5	8%	-0.1%
COc1cc(/C=N/c2oc(-c3ccccc3)cc2C#N)ccc1O	4.4%	-5.9%	-15%	-5%	6%	3%	i	1.5	-21%	-0.3%
O=C1NN(c2cccc(Br)c2)C(=O)/C1=C/c1ccc(-c2cc([N+](=O)[O-])ccc2O)o1	57%*	1.6%	-12%	7%	3%	-2%	i	0.2	1%	-1.5%
CCCCCOc1ccc(CN2CCOCC2)cc1Cl	-0.7%	x	-72%	-87%	2%	6%	i	0.5	-15%	0.5%
c1ccc(OCCOCCN2CCOCC2)cc1	-1.6%	-5.3%	8%	-4%	8%	32%	x	x	6%	0.0%
O=C(N/C(=C/c1ccccc1)C(=O)N1CCCCC1)c1ccccc1	0.4%	2.7%	-40%	-12%	-3%	7%	i	1.0	8%	0.3%
CN(CCC#N)c1ccc(/C=C(\C#N)c2ccccn2)cc1	151%	-1.8%	31%	-78%	1%	12%	i	0.5	18%	0.7%
CC(=O)N(/N=C1/C(=O)Nc2ccccc21)c1ccccc1	30%	-4.0%	-6%	-40%	0%	-10%	i	0.4	6%	0.0%
Cc1ccc(C(=O)N/C(=C\c2cccc([N+](=O)[O-])c2)C(=O)NC(Cc2ccccc2)C(=O)O)cc1 (stereo unspecified)	0.9%	-3.8%	-19%	-9%	0%	-21%	i	1.2	-2%	0.5%
O=C(COc1ccc(C(=O)c2ccccc2)cc1)NCc1ccc(F)cc1	-1.9%	-1.5%	-40%	-15%	-7%	-6%	i	0.3	-20%	-0.2%
Nc1scc(-c2ccncc2)c1Cl	1.8%	15%	-30%	-20%	0%	1%	i	1.0	-47%	-0.3%
CCCCCCNCc1ccc(Br)cc1	3.1%	0.2%	-8%	2%	-6%	-3%	i	5.5	-8%	-0.1%
Cc1ccc2c(c1)sc(=NC(=O)C1CC1)n2C	0.4%	6.0%	-20%	-83%	10%	-5%	i	0.3	11%	-0.1%
C=CCOC(=O)Nc1ccc(Cl)cc1NC(=O)OCC=C	0.3%	-4.4%	-17%	-2%	-4%	5%	i	0.3	22%	0.0%
Fc1ccccc1NC(=S)Nc1ccc(CN2CCOCC2)cc1	-1.8%	-4.9%	14%	40%	8%	-5%	i	0.6	23%	0.1%
N=c1n(CCO)c2ccccc2n1Cc1ccccc1Cl	-3.2%	x	3%	22%	2%	4%	i	0.4	4%	-0.1%
CC(=O)Nc1ccccc1C(=O)C(=O)Nc1cccc(C(=O)NCC2CCCO2)c1 (stereo unspecified)	0.3%	5.3%	-9%	-9%	4%	-8%	i	0.1	-66%	-0.3%
CC1CC(C)CN(C(=O)CSc2nc(Cc3cccs3)nc3ccccc23)C1 (stereo unspecified)	-0.2%	2.6%	x	x	-14%	-7%	u	x	-21%	0.0%
Cc1cc(NC(=O)C2Oc3ccccc3OC2C)no1 (stereo unspecified)	-1.4%	0.6%	-34%	-16%	12%	u	i	0.8	12%[20 µM]	0.2%
NC(=O)C1(N2CCCCC2)CCN(C(=O)c2ccc(C#Cc3ccccc3)o2)CC1	-1.9%	3.3%	0%	10%	14%	-10%	i	0.4	-3%	0.9%
CN1C=CC2=C(C#N)C(N)C(C#N)(C#N)C(c3ccccc3)C2C1 (stereo unspecified)	20%	-0.5%	-29%	3%	u	1µM*	i	0.6	18%	-0.1%

Gathered by group: the compounds so far containing a nitro group on carbon.
SMILES	HIV peptide binding	KOR beta-arrestin-1	NOD1 NF-kB reporter	NOD2 inhibition	GPR55 antagonists	GPR35 arrestin U2OS	Myeloid diff 2	Myeloid diff 2 GFP+ MAC1+ %	KOR beta-arrestin-2	GPR55 beta-arrestin
O=C1NN(c2cccc(Br)c2)C(=O)/C1=C/c1ccc(-c2cc([N+](=O)[O-])ccc2O)o1	57%*	1.6%	-12%	7%	3%	-2%	i	0.2	1%	-1.5%
Cc1ccc(C(=O)N/C(=C\c2cccc([N+](=O)[O-])c2)C(=O)NC(Cc2ccccc2)C(=O)O)cc1 (stereo unspecified)	0.9%	-3.8%	-19%	-9%	0%	-21%	i	1.2	-2%	0.5%

Following part.
SMILES	HIV peptide binding	KOR beta-arrestin-1	NOD1 NF-kB reporter	NOD2 inhibition	GPR55 antagonists	GPR35 arrestin U2OS	Myeloid diff 2	Myeloid diff 2 GFP+ MAC1+ %	KOR beta-arrestin-2	GPR55 beta-arrestin
CC(=O)N1[C@H](C)C=C[C@]1(Cc1ccccc1)C(=O)NCCc1c[nH]c2ccccc12	-2.7%	0.6%	41%	-17%	3%	13%	i	3.3	-1%[20 µM]	-0.2%
CCCn1c(SCCc2ccccc2)nc2c1c(=O)[nH]c(=O)n2C	2.0%	19%	8%	1%	15%	2%	i	0.5	9%	0.2%
Cc1ccc(C)c2[nH]c(=O)c(CCNC(=O)C(C)C)cc12	-1.7%	-5.3%	-29%	4%	-5%	-6%	x	x	21%	0.5%
Cc1ccc(C(=O)N2C(CC(=O)Nc3ccc(Cl)cc3)C(=O)NC3CCCCC32)cc1 (stereo unspecified)	-0.6%	-0.1%	-22%	-28%	-7%	10%	i	1.0	-21%	0.1%
O=c1c(Cc2ccc(Cl)cc2Cl)c(O)ccn1Cc1ccc(Cl)cc1	7.4%	0.9%	0%	-7%	-7%	7%	i	0.3	-34%	0.6%
CCNC(=S)N/N=C(\C)c1ccc2ccccc2c1OC(F)F	1.4%	-2.7%	-20%	24%	2%	11%	i	0.2	-10%	-0.4%
C/C(CC(=O)Nc1ccc(Cl)cc1Cl)=N\NC(=O)C(=O)NCCO	0.3%	2.4%	-13%	9%	-7%	2%	i	1.0	28%	0.0%
CCOc1ccc(NC(=O)CSc2ccc(-c3ccco3)nn2)cc1	3.6%	3.4%	-19%	-2%	15%	-6%	i	0.7	-14%	-0.1%
CCN1/C(=C/c2ccc3ccccc3[n+]2CCCS(=O)(=O)[O-])C=Cc2cc(C)ccc21	-2.5%	-1.5%	-2%	1%	4%	18%	i	1.4	28%	0.0%
CC(=O)Nc1ccc(NC(=O)Cn2cnc3c(nnn3Cc3ccc(F)cc3)c2=O)cc1	-2.4%	-4.3%	-19%	17%	-4%	-2%	i	0.2	3%	-0.1%
COc1ccc(Cl)cc1S(=O)(=O)N1CCN=C1Cc1ccccc1	-0.2%	2.8%	-7%	5%	5%	-4%	i	0.7	-5%	0.2%
O=C(NN1CCOCC1)c1ccccc1	-0.2%	-3.3%	-8%	-15%	-20%	11%	i	0.4	11%	0.4%
CC(=O)c1c(C)[nH]c(C(=O)Nc2ccc(C)c(C)c2)c1C	-1.5%	-3.6%	-98%	-65%	-11%	-13%	i	1.4	11%	0.2%
Cc1ccc([C@@H]2[C@@H]3C(=O)N(C)C(=O)[C@@H]3[C@]3(Cc4ccccc4)C(=O)N(Cc4ccccc4)CC(=O)N23)o1	1.2%	4.3%	-9%	13%	3%	11%	i	2.1	-26%[20 µM]	-0.3%
Nc1ccc(-c2cc(N)n(-c3ccccc3)n2)cc1	-2.0%	-1.5%	-23%	-48%	10%	14%	i	1.0	21%	-0.1%
COc1ccc(/C=N/O)cc1COc1ccc(NC(C)=O)cc1	0.5%	-5.1%	-16%	10%	5%	2%	i	1.0	18%	-0.3%
Cc1cc(C)c(NC(=S)NC(=O)c2c(Cl)c(C)nn2C)c([N+](=O)[O-])c1	2.1%	-0.5%	3%	21%	6%	2%	i	2.4	19%	0.2%
CC(C)(C)C(=O)NC(=S)NNC(=O)c1ccncc1	-0.9%	-8.9%	-22%	-15%	-8%	-1%	i	0.9	24%[20 µM]	-0.1%
CN(C)CCOCCOc1ccc(Cl)c2ccccc12	-1.9%	-3.5%	-39%	-4%	3%	27%	i	0.6	-130%[20 µM]	-0.1%
Cc1nnc(SCC(=O)N(Cc2ccccc2)C(C)C)n1-c1ccccc1	-1.0%	-2.0%	-28%	10%	9%	-8%	i	0.7	1%	-0.1%
O=c1[nH]nc(Cc2ccccc2)c2ccccc12	-1.2%	-4.5%	-10%	11%	2%	2%	i	0.8	-13%	-0.1%
Cc1cccc(NC(=S)N2CCN(Cc3ccc4c(c3)OCO4)CC2)c1C	-1.8%	-2.3%	-24%	-8%	2%	-8%	i	1.8	-18%	0.1%
CC(=O)c1c(N2CCOCC2)nc(=O)n(-c2ccccc2)c1C	0.4%	-2.4%	4%	-1%	-1%	-12%	i	1.5	17%	-0.1%

3 structures already listed, sorted by molecular weight, descending:
SMILES	HIV peptide binding	KOR beta-arrestin-1	NOD1 NF-kB reporter	NOD2 inhibition	GPR55 antagonists	GPR35 arrestin U2OS	Myeloid diff 2	Myeloid diff 2 GFP+ MAC1+ %	KOR beta-arrestin-2	GPR55 beta-arrestin
Cc1nnc(SCC(=O)N(Cc2ccccc2)C(C)C)n1-c1ccccc1	-1.0%	-2.0%	-28%	10%	9%	-8%	i	0.7	1%	-0.1%
COc1ccc(/C=N/O)cc1COc1ccc(NC(C)=O)cc1	0.5%	-5.1%	-16%	10%	5%	2%	i	1.0	18%	-0.3%
CC(C)(C)C(=O)NC(=S)NNC(=O)c1ccncc1	-0.9%	-8.9%	-22%	-15%	-8%	-1%	i	0.9	24%[20 µM]	-0.1%

From PubChem BioAssay
